S1P4 antagonist = blocks the human S1P4 receptor; S1P4-expressing cells, antagonist mode, reporter read-out; 0.26% of 220,000 active; AID 1510; inhibition, % at 4.98 µM; O95977; in the data active means inhibition above about 29%;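 further: 0% = wells stimulated with agonist and 100% = vehicle wells without agonist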
Runt-CBFb FRET = Runt domain-CBFb interaction inhibition. Q01196+Q13951. Cerulean-Runt/Venus-CBFb FRET ratio 530/480, 1 h. inhibition, % at 20 µM. 0.46% of 220,000 active. AID 1496;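 active means inhibition over about 50% at 20 µM in the single-dose screen, limit read from the data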;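 further: 0% = DMSO wells and 100% = excess unlabeled CBFb competitor control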
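Doses: 20 µM compound in 1% DMSO | Material: Cerulean-labeled Runt domain protein | Amount: Each fluorescent fusion protein 100 nM | Schedule: Two 1 h room-temperature incubations shielded from light | Measured by: FRET fluorescence | Evaluation: Loss of energy transfer signal | Controls: Unlabeled CBFb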
NPY Y1 blocker = NPY-Y1 (human) receptor antagonism. inhibition, % at 3.6 µM. 1% of 200,000 active. HEK293-CNG Y1 cells, membrane potential fluorescence; NPY at EC95, then isoproterenol. P25929;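 active means inhibition above the campaign mean inhibition of all tested compounds plus 3 SD, cut at about 20% in these data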;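 further: 0% = DMSO wells given NPY plus isoproterenol and 100% = isoproterenol alone without NPY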
Target sequence (P25929 whole entry, looked up): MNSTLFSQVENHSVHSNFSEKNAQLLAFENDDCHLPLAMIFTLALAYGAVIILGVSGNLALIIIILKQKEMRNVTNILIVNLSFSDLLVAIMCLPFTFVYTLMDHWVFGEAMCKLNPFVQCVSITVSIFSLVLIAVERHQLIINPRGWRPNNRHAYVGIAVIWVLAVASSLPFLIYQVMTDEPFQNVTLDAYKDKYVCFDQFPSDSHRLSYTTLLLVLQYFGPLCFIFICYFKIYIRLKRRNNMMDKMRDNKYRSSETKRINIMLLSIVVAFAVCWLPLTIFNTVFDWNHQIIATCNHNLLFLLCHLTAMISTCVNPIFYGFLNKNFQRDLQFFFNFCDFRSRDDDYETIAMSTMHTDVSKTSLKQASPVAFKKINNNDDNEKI
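Test system: HEK293 cells co-expressing NPY Y1 receptor and cyclic-nucleotide gated channel; Also added: NPY (25 nM), isoproterenol (1 µM), Ro 20-1724 (25 µM); Compound dosing: one concentration, 3.6 µM, in 0.4% DMSO; Timing: dye 3 h, compound 60 min room temperature, stimulation 45 min; Technique: Membrane-potential fluorescent dye readout.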
BaF3 parental = parental Ba/F3 viability inhibition as JAK2V617F counter-screen; CellTiter-Glo ATP luminescence; 1.1% of 220,000 active; inhibition, % at 5.6 µM;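 active means inhibition above a per-campaign cutoff, the mean inhibition of all tested compounds plus 3 SD, cut at about 27% in these data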;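 further: 0% = DMSO wells and 100% = JAK Inhibitor I control wells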
Ba/F3 V617F tox = reduce viability of Ba/F3 cells dependent on JAK2V617F; Ba/F3 EpoR-JAK2V617F viability, ATP luminescence; inhibition, % at 5.6 µM; 1.1% of 220,000 active; AID 1446;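 active means inhibition above the campaign mean plus 3 SD over all tested compounds, cut at about 24% in these data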;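 further: cytokine-independent growth of Ba/F3 cells driven by EpoR plus mutant JAK2; 0% = DMSO-treated cells and 100% = JAK inhibitor I control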
RBBP9 inh = human RBBP9 hydrolase inhibition; recombinant RBBP9, FP-Rh probe fluorescence polarization; inhibition, % at 7.94 µM; 0.2% of 220,000 active;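 active means inhibition above the campaign mean of all tested compounds plus 3 SD, cut at about 14% in these data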;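 further: plate controls were DMSO wells with RBBP9 for no effect and wells lacking RBBP9 protein for full effect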
Target sequence (O75884 whole entry, looked up): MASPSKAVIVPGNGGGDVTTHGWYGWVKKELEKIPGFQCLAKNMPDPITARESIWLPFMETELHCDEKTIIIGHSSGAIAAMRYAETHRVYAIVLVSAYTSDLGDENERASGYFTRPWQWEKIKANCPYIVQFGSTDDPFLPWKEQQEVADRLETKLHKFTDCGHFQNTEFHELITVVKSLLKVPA
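Material: RBBP9 protein. Amount: RBBP9 at 2.5 µM in dispensed solution, before mixing. Schedule: 30 min then 45 min, 25 °C. Medium: Tris buffer pH 8.0, NaCl, Pluronic. Measured by: fluorescence polarization. Measure: percent inhibition from mP, scaled between DMSO and no-protein wells. Replication: one well per compound.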
NPY-Y2 PAM-ag = potentiators or agonists of human neuropeptide Y receptor Y2; P49146; cells expressing NPY-Y2, potentiator/agonist read-out; activation, % at 3.6 µM; 0.45% of 220,000 active; AID 1359; in the data active means activation above about 27%;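 further: cells stimulated with NPY near EC25 plus isoproterenol at EC100; 0% = vehicle plus submaximal agonist and 100% = vehicle plus saturating agonist; some results beyond the cut were filed as inactive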
Target sequence (P49146 whole entry, looked up): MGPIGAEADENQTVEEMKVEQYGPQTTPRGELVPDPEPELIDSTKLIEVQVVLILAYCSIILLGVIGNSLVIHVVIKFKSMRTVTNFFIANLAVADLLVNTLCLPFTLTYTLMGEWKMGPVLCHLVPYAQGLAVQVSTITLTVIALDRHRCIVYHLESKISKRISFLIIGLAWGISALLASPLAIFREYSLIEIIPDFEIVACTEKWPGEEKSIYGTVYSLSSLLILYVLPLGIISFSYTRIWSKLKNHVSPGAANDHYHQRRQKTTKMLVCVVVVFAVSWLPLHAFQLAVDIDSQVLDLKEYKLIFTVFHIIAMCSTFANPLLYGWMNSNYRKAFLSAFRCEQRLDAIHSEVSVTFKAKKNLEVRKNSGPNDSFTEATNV
S1P4 agonist = agonists of human S1P4 receptor; activation, % at 4.98 µM; S1P4-expressing cell line, agonist reporter assay; 0.35% of 220,000 active; AID 1509; O95977; in the data active means activation above about 11%;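 further: 0% = DMSO vehicle and 100% = reference agonist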
NPY-Y1 PAM-ag = potentiators or agonists of human neuropeptide Y receptor Y1. P25929. NPY-Y1 expressing cells, potentiator/agonist activation. activation, % at 3.6 µM. 0.37% of 220,000 active. AID 1304; in the data active means activation above about 33%, passing the limit was not always enough;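 further: cells stimulated with NPY at EC10 then isoproterenol at EC100; 0% = low agonist plus stimulus and 100% = saturating agonist plus stimulus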
Starred values were filed as active, the others as inactive; / = not tested or not shown.

SMILES	S1P4 antagonist	Runt-CBFb FRET	NPY Y1 blocker	BaF3 parental	Ba/F3 V617F tox	RBBP9 inh	NPY-Y2 PAM-ag	S1P4 agonist	NPY-Y1 PAM-ag
Cc1ccc(Cl)cc1NC(=S)NCc1cccn1C	-8	-1	10	3	0	2	3	-0.2	4
O=C(Nc1ccc2nc(-c3cccnc3)[nH]c2c1)C12CC3CC(CC(C3)C1)C2	-7	-1	-5	3	2	-4	3	1.2	-16
CC1CCC2(CC1)NC(=O)N(CC(=O)c1cn(CCC#N)c3ccccc13)C2=O (configuration not stated)	10	0	/	1	0	-14	8	0.3	-10
O=C(COC(=O)CSc1ccc2ccccc2c1)Nc1ccccc1OC(F)F	-8	-1	15	4	-2	-6	-21	-2.1	-31
O=C1S/C(=C\c2ccccc2)C(=O)N1CC(O)Cn1c2ccccc2c2ccccc21 (configuration not stated)	-5	3	3	2	-3	0	-1	-0.8	3
CCOC(=O)c1sc(=NC(=O)/C=C/c2cccs2)n(C)c1C	-3	6	-2	3	1	-11	-5	1.9	-4
Cc1c(Br)c([N+](=O)[O-])nn1CCCC(=O)Nc1sc2c(c1C#N)CCC2	-7	19	3	8	1	1	6	1.1	-8
Cc1nc2ccc(NC(=O)c3c(-c4ccccc4)noc3C)cc2s1	-4	-1	-3	4	1	-4	8	0.6	-2
Cn1c2c(c(=O)n(C)c1=O)C(c1ccccc1F)C(C#N)=C(N)O2 (configuration not stated)	-6	12	-4	-1	0	-2	14	-1.2	16
COCCN1C(=O)C(=O)/C(=C(/O)c2ccc(S(=O)(=O)N3CCOCC3)cc2)C1c1ccc(O)cc1 (configuration not stated)	6	-1	/	-3	4	-4	-18	4.1	-18
O=C(COC(=O)/C(=C/c1cccs1)c1cccs1)NCc1ccccc1Cl	13	0	7	4	-1	-4	-4	-0.2	-7
O=C(CCCCCn1c(=S)[nH]c2ccc(N3CCOCC3)cc2c1=O)NCc1ccc2c(c1)OCO2	-15	-16	4	4	-2	-9	2	1.4	-8
CC(C)(O)C#Cc1ccc(C(=O)NC(CCCNC(N)=O)C(=O)O)s1 (configuration not stated)	-3	-1	5	9	1	-3	-5	2.7	9
Nc1nc(SCC(=O)NCCN2CCOCC2)nc2sc3c(c12)CCC3	-40	4	-3	1	2	-5	-6	-0.7	8
COc1ccc(C(=O)Oc2ccc(C(=S)N3CCOCC3)cc2)cc1	-6	39	-4	0	-4	0	-4	0.5	11
CCOc1ccc(N(CC(=O)NCc2ccccc2OC)S(C)(=O)=O)cc1	-13	-1	-1	8	2	-6	0	2.0	-14
O=c1oc2ccccc2c(N2CCCC2)c1[N+](=O)[O-]	-34	-1	3	0	-2	-3	11	1.7	6
Cc1ccccc1NC(=S)NCC1CCC(CNC(=S)Nc2ccccc2C)CC1 (configuration not stated)	-9	-1	/	2	-3	2	12	2.5	12
COc1cc(/C=N/NC(=S)NC2CC3CCC2C3)ccc1O (configuration not stated)	11	2	/	0	-5	3	-3	0.6	23
O=C(COc1ccccc1C(=O)O)NC1CCCc2ccccc21 (configuration not stated)	-8	-2	-3	8	1	-4	-11	0.2	-26
N#Cc1c(Nc2cccc(F)c2)sc2c(O)cc(=O)[nH]c12	-19	8	5	6	0	-8	-16	-0.1	-5
CSc1nnc(-c2cc3ccccc3cc2O)n1C	4	4	1	8	-2	3	9	0.0	8
O=C(NCc1ccccc1)NC1(C(=O)N2CCN3CCCC3C2)CCCCC1 (configuration not stated)	-21	-1	2	2	-2	-5	12	1.0	15
CC1=C(C(=O)Nc2ccccn2)C(c2ccccc2Cl)NC(=S)N1 (configuration not stated)	-4	3	5	7	0	2	3	1.1	10
CCCCCCNC(=O)c1ccc(Br)o1	4	-1	8	6	-3	3	-1	0.3	21
COc1ccc(OC)c(-c2c(C#N)c(N)nc3c2c(=O)nc2sccn23)c1	0	-2	2	7	2	4	-2	0.7	0
OC(COC(c1ccccc1)c1ccccc1)CN1CCN(c2ccccn2)CC1 (configuration not stated)	-18	-3	6	2	-3	2	-15	1.0	-7
CC(C)NC(=O)CN(CCc1ccccc1)S(C)(=O)=O	-7	-1	-2	-1	-4	-4	7	3.4	1
Cc1ccc(-c2nc3sc(C#N)c(N)n3c(=O)c2C#N)cc1	11	31	1	6	2	0	12	3.0	8
CCN1CCN(C(=O)CCCCCn2c(=O)[nH]c3cc(C(=O)OC)ccc3c2=O)CC1	-33	3	-2	4	4	-4	0	-0.9	8
C/C(=N\NC(=O)COc1ccc(C)cc1[N+](=O)[O-])c1cccs1	19	-2	-7	-4	-2	-12	20	-0.7	12
CC(C)CC(=O)Nc1cccc(C(=O)Nc2ccccc2C(=O)O)c1	1	1	-2	4	2	3	0	1.4	-8
O=C(NCc1nnc(SC/C=C/c2ccccc2)o1)c1ccco1	-13	2	-5	3	-2	0	-7	0.6	22
Nc1nnc(CC(c2ccccc2)c2ccccc2)s1	2	4	0	3	1	-5	7	-1.1	-5
CNC(=O)[C@@]1(C)C=C[C@@H](Cc2ccccc2)N1C(=O)OC	8	-2	-1	11	8	-6	-8	1.4	-14
COC(=O)c1cc(NC(=O)c2cccs2)ccc1N1CCOCC1	-1	/	1	0	-7	2	5	2.9	3
N/C(=N\OC(=O)/C=C/c1ccccc1Cl)c1ccncc1	-6	/	7	10	5	-4	-15	0.1	-6
Nc1ccccc1C(=O)NCc1ccc(F)cc1	2	0	-1	4	0	2	-7	-1.5	6
CCOC(=O)C(=CNc1ccc2c(c1)CCN2C(C)=O)C(=O)OCC	4	1	/	9	20	-1	30	0.5	35
Cc1cc(C)n(-c2ccc(Cl)c(C(=O)Nc3ccc(OC(F)(F)F)cc3)n2)n1	-11	-1	4	3	-1	-5	11	0.2	6
Cc1noc(NS(=O)(=O)c2ccc(N)cc2)c1C	-22	0	4	3	-4	4	11	2.4	-15
COC(=O)c1ccc(C(=O)Nc2cc(Cl)ccc2Cl)cc1NC(=O)c1ccc(N(C)C)cc1	-18	-12	-1	3	-2	3	-10	0.1	10
CCOC(=O)C1(CCOc2ccccc2)CCN(Cc2cccc3c2OCO3)CC1	9	0	17	2	-2	0	-5	3.9	-14
COc1cccc(C(=O)OCC(=O)c2c[nH]c3ccccc23)c1O	5	-1	-2	-1	-3	-3	10	-1.6	8
COC(=O)c1ccc(CNC(=O)CNc2cc(C(F)(F)F)ccc2N2CCOCC2)cc1	-21	2	3	-1	-6	-4	-13	-3.2	4
CC(C)(C)c1[nH]nc2c1C(c1ccsc1)C(C#N)=C(N)O2 (configuration not stated)	-2	/	-3	4	-1	-8	-6	1.5	-1
COc1ccccc1NC(=O)CSc1nnc(-c2ccco2)n1Cc1ccco1	-15	10	1	5	0	-11	-8	0.6	-6
Cc1cc(C)n(CCCC(=O)O)n1	-12	0	3	7	-2	-7	9	1.7	15
CCOc1ccc(-n2c(C)cc(/C=N/NC(=O)C(N)=O)c2C)cc1	4	2	7	6	0	-6	2	0.6	-16
COc1ccc(CCN(Cc2cc3cccc(C)c3n3nnnc23)C(=O)c2ccncc2)cc1OC	0	/	-1	7	2	2	-3	0.2	17
O=C(COc1ccc(S(=O)(=O)NC2CCCCC2)cc1)NCc1ccccn1	0	1	-2	0	0	-6	-4	-1.1	-7
N#Cc1c(C(F)(F)F)cc(-c2ccccc2Cl)[nH]c1=O	7	1	7	8	1	-2	3	-1.4	9
COc1cc(C(=O)NNC(=S)Nc2ccc(S(N)(=O)=O)cc2)cc(OC)c1OC	-27	20	-1	8	4	-9	-2	2.3	-13
CN(CC1CCCO1)S(=O)(=O)c1ccc(C(=O)N2CCN(c3ccccc3)CC2)cc1 (configuration not stated)	-16	0	5	4	4	-4	0	0.8	-3
CCO[C@H]1OC(C(=O)N2CCN(C)CC2)=C[C@@H](C2CC2)[C@@H]1CCCO	7	-1	-1	-2	-2	0	-1	0.6	-3
CCOC(=O)/C=c1\s/c(=C\c2ccc(C)cc2)c(=O)n1CC(=O)NCc1ccco1	0	-25	1	3	1	0	3	0.5	-1
CCNc1ccccc(C(=O)/C=C/c2ccc3c(c2)OCO3)c1=O	-5	14	7	1	-3	-8	-22	2.0	-30
CC(=O)Nc1ccc(S(=O)(=O)Nc2nccc(/C=C/c3ccccc3F)n2)cc1	-21	0	3	5	-1	-3	-2	-0.6	13
Cc1cccc(C)c1OCCNC(=O)c1ccc2ccccc2n1	-9	-4	5	6	2	3	-36	2.7	-20
CCOc1cc2[nH]c(=S)n(CCCN3CCOCC3)c(=O)c2cc1OCC	-14	2	1	3	-1	-6	-2	0.4	9

Next section; the last 2 above are carried over.
SMILES	S1P4 antagonist	Runt-CBFb FRET	NPY Y1 blocker	BaF3 parental	Ba/F3 V617F tox	RBBP9 inh	NPY-Y2 PAM-ag	S1P4 agonist	NPY-Y1 PAM-ag
Cc1cccc(C)c1OCCNC(=O)c1ccc2ccccc2n1	-9	-4	5	6	2	3	-36	2.7	-20
CCOc1cc2[nH]c(=S)n(CCCN3CCOCC3)c(=O)c2cc1OCC	-14	2	1	3	-1	-6	-2	0.4	9
CCCc1cc(=O)[nH]c(SCC(=O)N2CCN(S(=O)(=O)c3ccc(Cl)cc3)CC2)n1	5	-1	1	5	-2	-4	3	0.3	8
CCOC(=O)N1CCN(CCC(=O)Nc2ccc(C)c(Br)c2)CC1	6	-4	-2	-1	-5	-6	-2	-2.9	0
Clc1ccc2nc(-c3ccccc3)c(CN3CCOCC3)n2c1	-4	1	4	6	1	-1	-4	-0.3	-9
COc1cc2cnncc2cc1OC	12	0	4	5	-2	8	-4	4.1	-10
Cc1nc2c(C#N)c(C)[nH]n2c(=O)c1Cc1ccccc1	9	1	9	1	-6	-1	-8	-0.3	-3
Cc1ccc(OCC(=O)N(Cc2ccccc2)C(C)(C)C)c([N+](=O)[O-])n1	-7	1	1	10	2	1	0	-2.4	-11
Cc1ccc(C(=O)/C=C/N(C)C)cn1	-7	0	/	-2	-6	-2	13	-0.3	8
COc1cc2c(cc1NC(=S)NC(=O)/C=C/c1ccco1)oc1ccccc12	-3	7	4	3	-1	1	4	-0.7	-6
CCC(c1nnnn1Cc1ccc2c(c1)OCO2)N1CCN(c2ccccc2)CC1 (configuration not stated)	6	1	20	2	4	-15	-41	-1.1	-24
O=C(O)CCNS(=O)(=O)c1cccc(Br)c1	-8	4	/	-3	0	-1	-2	2.1	23
Cc1cc(=O)[nH]c(SCC(=O)Nc2ccccc2C#N)c1C#N	1	12	4	5	1	-10	-15	-2.7	4
O=C(NCc1ccccc1)c1csc2c1CCCC2	-8	-3	3	7	8	-12	-5	-2.9	-11
Cc1cc(Nc2ccccc2)nn1C(=O)c1ccc([N+](=O)[O-])cc1	-20	-4	-10	1	-4	-4	25	-0.3	20
O=C1CN(C(=O)/C=C/c2ccc(Cl)cc2)c2ccccc2N1	-1	0	11	6	-1	-6	4	1.8	-5
